PolyA inhibitor – blocks polyadenylation in yeast reporter cells. calls only at 12 µM. 300,000 tested, 0.02% active. S. cerevisiae SKY197-pL101 polyadenylation reporter, beta-gal luminescence; efflux-impaired pdr1/pdr3 knockout yeast; score 100 = 6 SD above DMSO;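 active = lowest replicate activity score at least 50, where 100 means six control SD above control mean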;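 note: yeast exposed to compound for 9 h at 30 °C; higher score means more reporter readthrough which indicates perturbed polyadenylation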
MrgX1 ag – activates human MrgX1 receptor signaling; 310,000 tested, 0.44% active; AID 588627; MrgX1-HEK293 cells, Fluo-4 calcium fluorescence, agonist mode; hits give high values; Q96LB2; B-score at 10 µM;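 active = calcium response B-score plate-corrected fluorescence ratio at least 3 library SD, with starting fluorescence B-score inside 5 SD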
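Test system: HEK293 cells stably expressing human MrgX1 receptor; amount: 15,000 cells per well; doses: compound delivered in addition one of three; times: overnight plating before 1 h dye loading; detection: Fluo-4 NW calcium-flux fluorescence, kinetic read; read-out basis: B-scored fluorescence response ratio; controls: positive and negative controls per plate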
TRPC4 PAM – allosterically enhances the mouse TRPC4 cation channel. Q9QUQ5. 310,000 tested, 0.42% active. HEK293 TRPC4beta/mu-opioid, DAMGO EC20, Fluo-4 Ca2+ flux; hits give high values. B-score at 10 µM;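 active = B-score of calcium response area above 5 SD of library B-scores, with initial fluorescence ratio within 5 SD of library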;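 note: B-score of integrated fluorescence ratio over time as area under calcium response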
TRPC6 activator – activates the mouse TRPC6 cation channel; Q61143; 310,000 tested, 0.13% active; AID 2550; B-score at 10 µM; HEK293-TRPC6 membrane potential dye fluorescence; hits give high values;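 active = B-score of the integrated fluorescence ratio above library mean plus 3 SD, and starting fluorescence ratio within library mean plus 5 SD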;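 note: higher score means more depolarization so channel activation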
Target sequence (Q61143 whole entry, looked up): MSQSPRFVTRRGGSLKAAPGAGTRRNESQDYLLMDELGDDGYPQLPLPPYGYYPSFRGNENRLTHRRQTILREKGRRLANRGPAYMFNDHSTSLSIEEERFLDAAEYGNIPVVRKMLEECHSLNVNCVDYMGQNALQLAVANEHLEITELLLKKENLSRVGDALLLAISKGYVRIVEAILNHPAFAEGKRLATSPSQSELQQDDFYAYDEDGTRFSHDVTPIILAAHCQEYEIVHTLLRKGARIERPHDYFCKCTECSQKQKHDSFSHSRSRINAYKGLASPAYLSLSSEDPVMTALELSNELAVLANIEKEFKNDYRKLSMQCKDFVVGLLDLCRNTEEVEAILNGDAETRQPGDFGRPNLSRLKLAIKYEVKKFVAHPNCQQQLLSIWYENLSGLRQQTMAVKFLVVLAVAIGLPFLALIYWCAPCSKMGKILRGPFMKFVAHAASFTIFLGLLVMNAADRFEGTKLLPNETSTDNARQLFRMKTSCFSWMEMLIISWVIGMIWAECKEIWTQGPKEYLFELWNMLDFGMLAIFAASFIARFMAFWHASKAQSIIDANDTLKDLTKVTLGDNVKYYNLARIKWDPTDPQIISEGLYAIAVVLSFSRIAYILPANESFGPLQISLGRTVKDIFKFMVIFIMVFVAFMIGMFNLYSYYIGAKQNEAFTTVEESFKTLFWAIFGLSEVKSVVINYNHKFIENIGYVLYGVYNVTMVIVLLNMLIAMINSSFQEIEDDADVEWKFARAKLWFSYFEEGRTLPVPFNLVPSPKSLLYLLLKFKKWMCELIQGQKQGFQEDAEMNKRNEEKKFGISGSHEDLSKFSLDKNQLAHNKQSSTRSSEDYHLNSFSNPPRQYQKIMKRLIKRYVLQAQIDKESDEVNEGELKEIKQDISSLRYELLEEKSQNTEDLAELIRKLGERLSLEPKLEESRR
MrgX1 antagonist – antagonists of human MrgX1 receptor; B-score at 10 µM; MRGX1-HEK293 calcium flux, Fluo-4, BAM8-22 antagonism; hits give low values; Q96LB2; 310,000 tested, 1.3% active;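 active = calcium-response B-score plate-corrected more than 3 library SD below zero, starting fluorescence within 5 deviations, no agonist response on first addition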;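 note: peak minus trough fluorescence over baseline after final BAM8-22 challenge near maximal dose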
TRPC6 inhibitor – blocks the mouse TRPC6 cation channel. Q61143. HEK293-TRPC6, membrane potential dye, ACh-evoked depolarization; hits give low values. B-score at 10 µM. 310,000 tested, 1.1% active;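 active = B-score under library mean minus 3 SD, initial fluorescence not abnormally high, positive integrated signal ratio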;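 note: B-score derived from integrated fluorescence ratio over the kinetic read; more negative B-score means stronger inhibition of depolarization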
HIF act – HIF pathway transcriptional activation. activation, % at 7.5 µM (by protocol). U2OS HRE-luciferase reporter, luminescence; normalized: DMSO 0%, desferrioxamine 100%. 300,000 tested, 0.32% active. AID 1910;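 active = mean activation of at least 10% of the iron chelator positive control signal, with at least half of replicates also reaching 10%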
TRPC4 agonist – opens the mouse TRPC4 cation channel; AID 2237; Q9QUQ5; B-score at 10 µM; HEK293 TRPC4beta/mu-opioid, Fluo4 calcium fluorescence; hits give high values; 310,000 tested, 0.49% active;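 active = B-score above 5 SD of library B-scores, and initial fluorescence ratio not above library mean plus 5 SD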;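 note: positive B-score marks a calcium rise read as TRPC4 activation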
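Test system: HEK293 cells stably co-expressing mouse TRPC4beta and mu-opioid receptor | Schedule: Fluo4 dye loading 45 min at room temperature, 110 s recording | Measured by: Kinetic Fluo4 calcium fluorescence, 5 s baseline at 1 Hz | Evaluation: B score of integrated ratio | Controls: Buffer (low) and maximal DAMGO (high)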
MrgX1 allo act – allosterically activates human MrgX1 receptor signaling; MrgX1-HEK293, Fluo-4 calcium flux, FDSS; hits give high values; Q96LB2; 310,000 tested, 0.63% active; B-score at 10 µM;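 active = plate-corrected calcium response at least 3 library SD above typical, normal starting fluorescence, not activating the receptor alone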;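 note: compound read alongside a low EC10 to EC30 dose of BAM8-22 agonist; peak minus trough fluorescence over baseline measured at the second addition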
TRPC4 inh – inhibitors of mouse TRPC4 channel; Q9QUQ5; HEK293 TRPC4beta/mu-opioid, DAMGO-evoked Fluo4 calcium flux; hits give low values; B-score at 10 µM; 300,000 tested, 0.39% active;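 active = B-score over 3 SD under the library average, no early fluorescence shift, positive overall ratio signal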
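Material: HEK293 cells with stable TRPC4beta plus mu-opioid receptor expression; probe or stimulus: DAMGO in two steps, submaximal then maximal; technique: Fluo4 calcium fluorescence by kinetic imaging, 5 s 1 Hz baseline; measure: integrated fluorescence ratio relative to baseline, converted to per-well B score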
AI-2 QS mod – modulators of Vibrio harveyi AI-2 quorum sensing system; 300,000 tested, 0.4% active; activity change, % at 7.5 µM; AID 2094; Vibrio harveyi JMH597 AI-2 luminescence/OD600 ratio, 9 h; hits give low values; strain lacks LuxN and CqsS sensors; 0 = neutral-control median; in the data active = activity change below about -75%, passing the limit was not always enough;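 note: luminescence divided by OD600 gain over 9 h not by final OD600 alone; inactives centre near 13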
Active calls of the source: *.

For Cc1c(CN2CCC(n3nccc3NC(=O)CCc3ccccc3)CC2)cnn1C the results were PolyA inhibitor inactive, MrgX1 ag inactive, TRPC4 PAM inactive, TRPC6 activator inactive, MrgX1 antagonist inactive, TRPC6 inhibitor inactive, HIF act 0.0, TRPC4 agonist inactive, MrgX1 allo act inactive, TRPC4 inh -7* and AI-2 QS mod 32.
`CCN(CC)C(=O)c1ccc(COc2ccccc2Cl)o1` gave PolyA inhibitor inactive, MrgX1 ag inactive, TRPC4 PAM inactive, TRPC6 activator inactive, MrgX1 antagonist inactive, TRPC6 inhibitor inactive, HIF act 1.9, TRPC4 agonist inactive, MrgX1 allo act inactive, TRPC4 inh inactive and AI-2 QS mod 21.
For CC(C)n1nnnc1SCC(=O)Nc1ccccc1F the results were PolyA inhibitor inactive, MrgX1 ag inactive, TRPC4 PAM inactive, TRPC6 activator inactive, MrgX1 antagonist inactive, TRPC6 inhibitor inactive, HIF act 0.1, TRPC4 agonist inactive, MrgX1 allo act inactive, TRPC4 inh inactive and AI-2 QS mod 17.
O=C(NCCCN1CCOCC1)c1cccc(S(=O)(=O)Nc2cc(Cl)ccc2Cl)c1 was read as PolyA inhibitor inactive, MrgX1 ag inactive, TRPC4 PAM inactive, TRPC6 activator inactive, MrgX1 antagonist inactive, TRPC6 inhibitor inactive, HIF act -0.5, TRPC4 agonist inactive, MrgX1 allo act inactive, TRPC4 inh inactive and AI-2 QS mod 23.
For CN1N=C(C(=O)Nc2ccc3c(c2)CCC3)CCC1=O the results were PolyA inhibitor inactive, MrgX1 ag inactive, TRPC4 PAM inactive, TRPC6 activator inactive, MrgX1 antagonist inactive, TRPC6 inhibitor inactive, HIF act -42, TRPC4 agonist inactive, MrgX1 allo act inactive, TRPC4 inh inactive and AI-2 QS mod 28.
Screening CCOc1ccc(OCC)c(S(=O)(=O)NCc2ccc3c(c2)OCO3)c1 returned PolyA inhibitor inactive, MrgX1 ag inactive, TRPC4 PAM inactive, TRPC6 activator inactive, MrgX1 antagonist inactive, TRPC6 inhibitor inactive, HIF act 0.1, TRPC4 agonist inactive, MrgX1 allo act inactive, TRPC4 inh inactive and AI-2 QS mod 23.
`N#CCSc1nccc(/C=C/c2ccccc2)n1` gave PolyA inhibitor inactive, MrgX1 ag inactive, TRPC4 PAM inactive, TRPC6 activator inactive, MrgX1 antagonist inactive, TRPC6 inhibitor inactive, HIF act 0.4, TRPC4 agonist inactive, MrgX1 allo act inactive, TRPC4 inh inactive and AI-2 QS mod -4.
Cc1ccnc(NS(=O)(=O)c2ccc(NC(=O)Cc3ccc(Cl)cc3)cc2)n1 was read as PolyA inhibitor inactive, MrgX1 ag inactive, TRPC4 PAM inactive, TRPC6 activator inactive, MrgX1 antagonist inactive, TRPC6 inhibitor inactive, HIF act -0.2, TRPC4 agonist inactive, MrgX1 allo act inactive, TRPC4 inh inactive and AI-2 QS mod -46.
Screening Cc1ccc(C)c(N(C(=O)c2csnn2)C(C(=O)NC2CCCC2)c2cccnc2)c1 (stereo not drawn) returned PolyA inhibitor inactive, MrgX1 ag inactive, TRPC4 PAM inactive, TRPC6 activator inactive, MrgX1 antagonist inactive, TRPC6 inhibitor inactive, HIF act 0.0, TRPC4 agonist inactive, MrgX1 allo act inactive, TRPC4 inh inactive and AI-2 QS mod 14.
`COc1cc(C(=O)N(C)CCOc2ccccc2)ccc1OCC(=O)Nc1cccc(C(F)(F)F)c1` gave PolyA inhibitor inactive, MrgX1 ag inactive, TRPC4 PAM inactive, TRPC6 activator inactive, MrgX1 antagonist inactive, TRPC6 inhibitor inactive, HIF act -0.5, TRPC4 agonist inactive, MrgX1 allo act inactive, TRPC4 inh inactive and AI-2 QS mod 17.
Screening COC(=O)c1cc(S(=O)(=O)N2CCN(C(=O)c3ccco3)CC2)cn1C returned PolyA inhibitor inactive, MrgX1 ag inactive, TRPC4 PAM inactive, TRPC6 activator inactive, MrgX1 antagonist inactive, TRPC6 inhibitor inactive, TRPC4 agonist inactive, MrgX1 allo act inactive, TRPC4 inh inactive and AI-2 QS mod 8.
`Cc1cc(C)n2ncc(C(=O)Nc3ccc4c(c3)OCO4)c2n1` gave PolyA inhibitor inactive, MrgX1 ag inactive, TRPC4 PAM inactive, TRPC6 activator inactive, MrgX1 antagonist inactive, TRPC6 inhibitor inactive, HIF act 1.4, TRPC4 agonist inactive, MrgX1 allo act inactive, TRPC4 inh inactive and AI-2 QS mod 5.
For COc1ccc2c(c1)cc1c(=O)n(CC(=O)NCCCOC(C)C)nc(C)n12 the results were MrgX1 ag inactive, TRPC4 PAM inactive, TRPC6 activator inactive, MrgX1 antagonist inactive, TRPC6 inhibitor inactive, HIF act -17, TRPC4 agonist inactive, MrgX1 allo act inactive, TRPC4 inh inactive and AI-2 QS mod 24.
For Cc1ccc2c(c1)NC(=O)C(N1CCOCC1)(C(F)(F)F)O2 (stereo not drawn) the results were PolyA inhibitor inactive, MrgX1 ag inactive, TRPC4 PAM inactive, TRPC6 activator inactive, MrgX1 antagonist inactive, TRPC6 inhibitor inactive, HIF act -0.7, TRPC4 agonist inactive, MrgX1 allo act inactive, TRPC4 inh inactive and AI-2 QS mod -5.
`Cc1cc(C)c(S(=O)(=O)NCc2cccs2)cc1C` gave PolyA inhibitor inactive, MrgX1 ag inactive, TRPC4 PAM 13*, TRPC6 activator inactive, MrgX1 antagonist inactive, TRPC6 inhibitor inactive, HIF act 0.7, TRPC4 agonist inactive, MrgX1 allo act inactive, TRPC4 inh inactive and AI-2 QS mod -15.
CC(C)(C)c1ccc(-c2noc(CNC(=O)c3ccco3)n2)cc1 was read as PolyA inhibitor inactive, MrgX1 ag inactive, TRPC4 PAM inactive, TRPC6 activator inactive, MrgX1 antagonist inactive, TRPC6 inhibitor inactive, HIF act -0.5, TRPC4 agonist inactive, MrgX1 allo act inactive and TRPC4 inh inactive.
For Cc1cccc(CSc2nc(N)c(C#N)c(-c3cccs3)c2C#N)c1 the results were PolyA inhibitor inactive, MrgX1 ag inactive, TRPC4 PAM inactive, TRPC6 activator inactive, MrgX1 antagonist inactive, TRPC6 inhibitor inactive, HIF act -0.7, TRPC4 agonist inactive, MrgX1 allo act inactive, TRPC4 inh inactive and AI-2 QS mod 19.
`COc1ccc(-c2ccc3oc(-c4ccc(OC)cc4)c(-c4ccc(OC)cc4)c3c2)cc1` gave PolyA inhibitor inactive, MrgX1 ag inactive, TRPC4 PAM inactive, TRPC6 activator inactive, MrgX1 antagonist inactive, TRPC6 inhibitor inactive, HIF act -0.6, TRPC4 agonist inactive, MrgX1 allo act inactive, TRPC4 inh inactive and AI-2 QS mod 20.
CNC(=S)N/N=C/c1ccc(N(C)C)cc1 was read as PolyA inhibitor inactive, MrgX1 ag inactive, TRPC4 PAM inactive, TRPC6 activator inactive, MrgX1 antagonist inactive, TRPC6 inhibitor inactive, HIF act 1.4, TRPC4 agonist inactive, MrgX1 allo act inactive, TRPC4 inh inactive and AI-2 QS mod 0.
Screening O=S(=O)(Cc1nnnn1-c1ccccc1)c1ccc(F)cc1 returned PolyA inhibitor inactive, MrgX1 ag inactive, TRPC4 PAM inactive, TRPC6 activator inactive, MrgX1 antagonist inactive, TRPC6 inhibitor inactive, HIF act -0.2, TRPC4 agonist inactive, MrgX1 allo act inactive, TRPC4 inh inactive and AI-2 QS mod 8.
CCCCn1c(SCC(=O)NCc2ccco2)nc2cc(S(N)(=O)=O)ccc21 was read as PolyA inhibitor inactive, MrgX1 ag inactive, TRPC4 PAM inactive, TRPC6 activator inactive, MrgX1 antagonist inactive, TRPC6 inhibitor inactive, HIF act -0.6, TRPC4 agonist inactive, MrgX1 allo act inactive, TRPC4 inh inactive and AI-2 QS mod 24.
`Cc1cccc(OCC(=O)Nc2nnc(S(=O)(=O)N3CCC(C)CC3)s2)c1` gave MrgX1 ag inactive, TRPC4 PAM inactive, TRPC6 activator inactive, MrgX1 antagonist inactive, TRPC6 inhibitor inactive, HIF act -0.1, TRPC4 agonist inactive, MrgX1 allo act inactive, TRPC4 inh inactive and AI-2 QS mod 32.
CCC(=O)N1CCN(c2ccccc2NC(=O)COc2cc(C)ccc2C(C)C)CC1 was read as PolyA inhibitor inactive, MrgX1 ag inactive, TRPC4 PAM inactive, TRPC6 activator inactive, MrgX1 antagonist inactive, TRPC6 inhibitor inactive, HIF act -0.4, TRPC4 agonist inactive, MrgX1 allo act inactive, TRPC4 inh inactive and AI-2 QS mod 23.
`Cc1ccsc1C(=O)N/N=C/C=C/c1ccccc1[N+](=O)[O-]` gave PolyA inhibitor inactive, MrgX1 ag inactive, TRPC4 PAM inactive, TRPC6 activator inactive, MrgX1 antagonist inactive, TRPC6 inhibitor inactive, HIF act 1.2, TRPC4 agonist inactive, MrgX1 allo act inactive, TRPC4 inh inactive and AI-2 QS mod 12.
Screening CCOC(=O)C1=C(C)NC(=O)C1CC(=O)O (stereo not drawn) returned PolyA inhibitor inactive, MrgX1 ag inactive, TRPC4 PAM inactive, TRPC6 activator inactive, MrgX1 antagonist inactive, TRPC6 inhibitor inactive, HIF act -0.1, TRPC4 agonist inactive, MrgX1 allo act inactive, TRPC4 inh inactive and AI-2 QS mod 2.
Screening COC(=O)/C=C1/SC(=NC(=O)c2ccc(Cl)cc2)NC1=O returned PolyA inhibitor inactive, MrgX1 ag inactive, TRPC4 PAM inactive, TRPC6 activator 14*, MrgX1 antagonist inactive, TRPC6 inhibitor inactive, HIF act -0.4, TRPC4 agonist inactive, MrgX1 allo act inactive, TRPC4 inh inactive and AI-2 QS mod 16.
`COc1cc(C(C(=O)NC(C)(C)C)N(C(=O)CNC(=O)c2cccs2)c2ccccc2)cc(OC)c1OC` (stereo not drawn) gave MrgX1 ag inactive, TRPC4 PAM inactive, TRPC6 activator inactive, MrgX1 antagonist inactive, TRPC6 inhibitor inactive, HIF act 0.5, TRPC4 agonist inactive, MrgX1 allo act inactive, TRPC4 inh inactive and AI-2 QS mod 13.

Some of the compounds tested. The share of hits here may be higher or lower than overall.
